# Source: PubChem
# RTF Ca sens inh – cardiac RTF calcium desensitization; actives 0.12% (n = 340,000); AID 493244; inhibition, % at 7.15 µM; IANBD-labeled cardiac RTF, Ca2+ fluorescence;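 active means inhibition above the mean inhibition of all tested compounds plus 3 SD, cut at about 17% in these data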;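 further: assay run at fixed EC70 calcium of 1.6 mM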
# V-ATPase pH – alters yeast V-ATPase proton transport; S. cerevisiae, pHLuorin cytosolic pH fluorescence; response, % at 10 µM; actives 0.37% (n = 350,000); in the data active means response mostly above about 7.3%, no sharp cut-off; inactive means mostly below about 5.4%; further: actives read high; inactives centre near 0; some compounds called inactive have numbers as strong as hits; reference of the scale not given here
# cardiac RTF act – cardiac RTF calcium sensitization | actives 0.24% (n = 340,000) | activation, % at 7.2 µM | IANBD-labeled TnC RTF fluorescence at EC20 calcium; 0% EC20 calcium, 100% full calcium | AID 493008 | P19429+P45379;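 active means activation above the mean over all tested compounds plus 3 SD, cut at about 30% in these data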;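 further: rise in fluorescence read as greater calcium sensitivity of cardiac thin filaments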
# Arrestin-AP2 inh – blocks beta-arrestin peptide binding to AP2 adaptin. actives 0.31% (n = 340,000). FITC-arrestin peptide / GST-AP2 beads, flow cytometry; AP2 beta2 appendage carries R879A mutation. inhibition, % at 10 µM;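 active means inhibition above a set limit, near 3 SD of compounds lacking own fluorescence, cut at about 54% in these data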;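 further: plate controls were DMSO wells for no effect and 5 µM unlabelled arrestin peptide for full effect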
#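 System: GST-AP2 R879A bound to glutathione beads, E. coli-expressed. Also added: 50 nM FITC-arrestin peptide. Schedule: compound with beads 12 min RT, then probe 1 h RT. Signal: bead flow cytometry, FITC channel. Read-out basis: percent response.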
# OPRM1-OPRD1 ag – agonists of human mu-delta opioid receptor heterodimerization; cells, OPRM1-OPRD1 heterodimerization, luminescence; activation, % at 9.3 µM; actives 0.3% (n = 340,000); P35372+P41143; AID 504326; in the data active means activation above about 18%;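 further: 0% = vehicle-treated cells and 100% = reference agonist; values of inactives mirror those of a sister screen read the other way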
# Keap1-Nrf2 PPI – inhibitors of human Keap1-Nrf2 protein-protein interaction | Q14145 | inhibition, % at 9.4 µM | AID 504523 | Keap1 Kelch-Nrf2 peptide fluorescence polarization, 1536-well | actives 0.15% (n = 340,000); in the data active means inhibition above about 12%; inconclusive means no clear call, values can overlap the other calls; inactive means below about 7.3%;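 further: human Keap1 Kelch domain with fluorescein labeled Nrf2 9mer peptide probe; 0% = neutral control wells and 100% = peptide positive control; higher means more block of Keap1 binding to Nrf2 peptide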
# Pemphigus Ab inh – human desmoglein-3 autoantibody binding inhibition | DSG3-coupled beads, scFv-anti-DSG3-GFP binding, flow cytometry; active compounds read low | binding (percent of control), % at 10 µM | actives 0.48% (n = 310,000);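 active means binding more than 3 SD below its plate's average and above zero; inconclusive means below that plate limit but binding exactly zero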;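 further: hits lower antibody fragment binding to DSG3; some compounds called inactive have numbers as strong as hits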
# Target sequence (P32926 whole entry, looked up, the tested form may be a part): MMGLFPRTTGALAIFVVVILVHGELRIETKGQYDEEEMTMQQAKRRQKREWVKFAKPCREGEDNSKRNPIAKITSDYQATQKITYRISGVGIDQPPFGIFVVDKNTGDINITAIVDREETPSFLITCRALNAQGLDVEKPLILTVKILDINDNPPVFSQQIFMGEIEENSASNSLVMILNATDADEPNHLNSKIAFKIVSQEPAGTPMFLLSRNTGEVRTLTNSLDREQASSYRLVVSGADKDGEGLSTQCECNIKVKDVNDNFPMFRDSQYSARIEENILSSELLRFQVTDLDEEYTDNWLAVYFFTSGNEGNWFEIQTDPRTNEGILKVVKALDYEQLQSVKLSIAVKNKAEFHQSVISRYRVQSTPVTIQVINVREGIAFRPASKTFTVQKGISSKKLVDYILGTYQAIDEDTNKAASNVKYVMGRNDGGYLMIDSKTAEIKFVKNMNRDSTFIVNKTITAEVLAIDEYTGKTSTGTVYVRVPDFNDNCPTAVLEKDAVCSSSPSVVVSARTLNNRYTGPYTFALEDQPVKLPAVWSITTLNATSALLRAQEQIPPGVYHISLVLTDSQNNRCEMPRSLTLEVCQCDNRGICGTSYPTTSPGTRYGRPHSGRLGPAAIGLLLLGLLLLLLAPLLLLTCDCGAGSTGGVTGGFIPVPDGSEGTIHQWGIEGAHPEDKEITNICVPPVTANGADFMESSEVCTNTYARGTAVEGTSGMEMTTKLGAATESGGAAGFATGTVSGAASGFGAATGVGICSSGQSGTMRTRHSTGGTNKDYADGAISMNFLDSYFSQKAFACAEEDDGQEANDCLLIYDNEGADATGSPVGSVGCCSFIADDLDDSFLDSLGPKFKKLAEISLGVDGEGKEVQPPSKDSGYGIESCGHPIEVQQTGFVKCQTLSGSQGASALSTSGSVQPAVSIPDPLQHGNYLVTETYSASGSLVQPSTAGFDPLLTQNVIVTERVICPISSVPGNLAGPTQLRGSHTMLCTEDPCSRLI
# MOR-DOR inv ag – mu-delta opioid heterodimer inverse agonism; P35372+P41143; cell-based MOR-DOR heterodimer luminescence; inhibition, % at 9.3 µM; actives 0.21% (n = 340,000); in the data active means inhibition above about 22%, passing the limit was not always enough;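 further: 0% = cells with DMSO and 100% = wells without cells with DMSO; values of inactives mirror those of a sister screen read the other way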
# Wnt act – activates Wnt/beta-catenin signaling in a reporter cell assay; actives 1.2% (n = 300,000); activator, plate reader; AID 743398; activation, % at 9.35 µM; in the data active means activation above about 30%, passing the limit was not always enough; inconclusive means no clear call, values can overlap the other calls;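 further: 0% = neutral control wells and 100% = positive control wells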
# C-LANA FP – KSHV C-LANA DNA binding inhibition; MBP-C-LANA/FAM-LBS DNA binding, fluorescence polarization; inhibition, % at 9 µM; actives 0.078% (n = 340,000); AID 504423;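 active means highest replicate inhibition at or above 60% at 9 µM, even if other replicates fall short; inactive means all replicates below 60% inhibition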;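 further: 0% = neutral control wells and 100% = 4 µM acridine orange control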
# An asterisk follows results filed as active; ? = inconclusive; / = not tested or not shown. Rows were taken by chance; overall some 3.1% were active at least once.
no.	SMILES	RTF Ca sens inh	V-ATPase pH	cardiac RTF act	Arrestin-AP2 inh	OPRM1-OPRD1 ag	Keap1-Nrf2 PPI	Pemphigus Ab inh	MOR-DOR inv ag	Wnt act	C-LANA FP
1	O=C(NCCc1nc2ccccc2[nH]1)/C(=C/c1ccco1)NC(=O)c1ccc(Br)o1	-4	2	5	7	0.0	-3	102	0	?	2.2
2	CCOc1cc(N2CCOCC2)c(OCC)cc1NC(=O)Cc1ccc(OC)c(OC)c1	-9	3	10	5	1.8	-3	101	-9	/	0.6
3	Cc1ccc(CN2CCN(/N=C/c3cccn3C)CC2)c(C)c1	3	-3	-7	-4	2.5	-8	111	-18	-5	0.1
4	O=C(Oc1ccccc1)c1cccc(COC(=O)c2cnccn2)c1	-4	1	2	2	-2.1	-5	99	11	/	-0.7
5	Cc1onc(-c2ccccc2)c1C(=O)Nc1nnc(N(C)Cc2ccccc2)s1	-7	-4	-2	-6	3.7	0	104	-19	-1	-0.1
6	CC(C(=O)Nc1ccc(F)c(F)c1F)N(C)Cc1cccs1 (centres undefined)	-8	-3	-3	32	4.7	7	106	-25	-1	-0.2
7	NC(=O)COC(=O)CSc1cccc2cccc(Cl)c12	6	3	-2	40	1.1	4	93	-5	-1	-0.7
8	S=c1[nH]nc(-c2ccccc2)n1CC1CCCO1 (centres undefined)	-7	-2	-5	34	-1.0	-2	103	5	/	-0.6
9	COc1ccc(-n2c(SCC(=O)N3CCCCC3)nc3ccccc3c2=O)cc1	7	1	-6	37	-2.1	-4	95	12	1	-2.4
10	C=CCc1ccc(OCCCCOc2ccc(C(=O)O)cc2)c(OC)c1	/	0	/	36	/	-3	/	/	0	0.2
11	COc1ccc(-c2cc3nc4n(c(=O)c3s2)CCC4)cc1	-3	-2	-1	5	-0.3	3	101	2	-6	1.5
12	N#Cc1c(-c2ccc3c(c2)OCO3)cc[nH]c1=O	-11	0	-1	9	-1.9	2	102	9	/	3.5
13	NC(=O)C1Cc2ccccc2CN1S(=O)(=O)c1ccc(Cl)s1 (centres undefined)	-25	3	-1	-11	-0.7	-4	101	5	-1	0.0
14	Cc1cc(C(=O)NC2CCCC2)c2ccccc2n1	0	-5	-1	21	-1.5	2	98	10	1	0.0
15	CC(C)(C)c1ccc(NC(=O)c2ccsc2)cc1	/	2	/	11	/	/	103	/	27	/
16	Cc1ccc(S(=O)(=O)N2CCOCC2)cc1C(=O)NC(=S)N1CC(C)CC(C)C1 (centres undefined)	-5	1	1	11	-3.2	5	98	17	0	-1.2
17	Cc1ccc(-c2nnc(SCC(=O)Nc3sc(C)c(C)c3C#N)n2C)cc1	0	-8	-6	17	2.3	2	110	-10	/	0.6
18	COCCn1c(=O)[nH]c(=O)c2cc(C(=O)c3cc(OC)ccc3O)cnc21	-2	2	1	-21	-3.4	0	103	18	1	-2.4
19	Fc1ccc(N2CCN(C3CCC(c4ccccc4)CC3)CC2)cc1 (centres undefined)	-1	-1	-9	2	7.3	0	120	-35	-2	0.5
20	CC1CCC(NC(=O)CN2C(=O)c3cccnc3Oc3ccc(Cl)cc32)CC1 (centres undefined)	-6	-4	3	-2	-2.2	-5	106	11	0	-1.2
21	CCCCN(C)CCNC(=O)Cn1c(=O)sc2ccccc21	-4	3	0	-2	-1.6	-2	107	8	-2	-1.8
22	O=C1NC2(CCCC2)N=C1c1ccc(F)cc1	-2	-3	0	27	-0.5	-2	/	3	0	0.9
23	Cc1cc(SCC(=O)N2CCC(c3noc4ccc(F)cc34)CC2)nc2ccccc12	-3	-2	9	10	0.8	-5	105	-4	-5	-1.4
24	O=C(N/N=C1\CCS(=O)(=O)c2ccc(F)cc21)c1ccc(O)cc1	3	0	-3	1	-1.6	-2	90	8	3	-1.6
25	C/C(=N/OCO/N=C(\C)c1ccccc1F)c1ccccc1F	-25	-1	0	-2	3.9	-7	87	-20	0	-0.4
26	C[C@@H](C(=O)Nc1cccnc1)n1c(=O)[nH]c2ccccc2c1=O	-3	3	0	-4	-3.1	-2	109	16	0	-0.1
27	COC(=O)c1cc2c(ccn2-c2ccc(F)cc2)n1Cc1ccc(C#N)cc1	0	2	2	-5	0.7	-3	/	-4	-3	0.7
28	COC(=O)c1cc(NC(=O)COC(=O)CN2C(=O)C3CC=CCC3C2=O)cc(C(=O)OC)c1 (centres undefined)	-13	-1	-5	5	1.1	-2	95	-8	-4	0.9
29	Cc1cc(C)c(OCC(=O)NCC2COc3ccccc3O2)c(C)c1 (centres undefined)	-6	-1	-6	21	4.2	3	127	-18	1	1.5
30	CC1CCCC(C)N1C(=O)/C=C/c1ccc(S(=O)(=O)N2CCOCC2)cc1 (centres undefined)	-8	0	-3	4	-1.1	2	97	7	-3	1.2
31	Cc1cccn2c(=O)c3cc(C(=O)NCC4CCCO4)c(=N)n(CCN4CCOCC4)c3nc12 (centres undefined)	-8	-21	-6	-4	-1.4	2	79	8	-7	-3.6
32	O=C(COc1ccc(F)cc1Cl)Nc1ccccc1C(=O)N1CCCCC1	-2	-4	-1	4	-0.1	-1	99	0	2	-0.7
33	Cc1cc(C)n2ncc(C(=O)NCc3ccc(Cl)cc3)c2n1	2	-8	0	16	-2.6	4	99	15	0	-1.9
34	COc1cc(N)c(C(=O)c2nccc3cc(OC)c(OC)cc23)cc1OC	-2	0	-2	39	-3.2	0	122	16	-3	0.9
35	C/C(=N\NS(=O)(=O)c1ccc(Br)cc1)c1ccncc1	-7	-2	-1	29	0.3	3	102	-2	0	-0.2
36	O=C(NCc1ccccc1)N1CCOCC1	-3	-1	4	15	0.5	-1	93	-2	1	0.8
37	COc1cccc(CNC(=O)c2ccc(CS(=O)Cc3ccc(C)cc3)o2)c1 (centres undefined)	-2	1	-10	42	-0.4	3	/	2	0	0.8
38	O=C(c1ccco1)N1CCC(c2nc(-c3ccc(F)cc3)no2)CC1	-6	-1	-4	2	-1.8	0	103	9	/	-1.1
39	Cc1[nH]c(C)c(S(=O)(=O)NCCc2ccc(S(N)(=O)=O)cc2)c1C(=O)N1CCCC1	0	-1	1	30	-0.7	2	94	4	1	0.6
40	O=C(c1ccc(OC2CCN(C/C=C/c3ccccc3)CC2)cc1)N1CCCC1	-2	2	0	-13	0.9	0	106	-4	1	-0.7
41	Nc1nonc1-c1noc(CCCOc2ccc(Cl)cc2Cl)n1	-6	1	3	2	1.0	-1	106	-5	/	-1.2
42	CC(=O)OC(C(=O)NC1CCCCC1)c1cccc(C)c1 (centres undefined)	-14	0	3	-5	-0.3	0	/	1	/	1.2
43	COc1ccc(CCNC(=O)CSCc2ccc(C)cc2)cc1OC	-1	-4	-2	11	-0.5	3	95	2	/	-1.3
44	Cc1[nH]n(-c2ccccc2)c(=O)c1C(c1ccc(O)c([N+](=O)[O-])c1)c1c(C)[nH]n(-c2ccccc2)c1=O	-5	-1	-4	8	-4.5	1	96	27	1	1.1
45	O=C(COC(=O)c1cc(S(=O)(=O)N2CCOCC2)ccc1F)Nc1ccc(Cl)cn1	-1	-6	1	-4	0.8	-5	/	-3	4	1.7
46	OC(CN1CCN(C(c2ccccc2)c2ccccc2)CC1)c1ccccc1 (centres undefined)	1	3	0	12	19*	-1	99	-92	/	-3.0
47	Cc1nc(N2CCN(Cc3ccc4c(c3)OCO4)CC2)c2oc3ccccc3c2n1	-2	-2	5	2	4.4	-4	98	-22	-2	-2.3
48	Cc1ccc(NC(=O)CN(C)C(=O)C(C)OC(=O)c2ccccc2NCCO)cc1 (centres undefined)	2	2	-2	4	1.1	-3	104	-7	-2	-8.0

# Structures above that contain bromine, in the order listed:
no.	SMILES	RTF Ca sens inh	V-ATPase pH	cardiac RTF act	Arrestin-AP2 inh	OPRM1-OPRD1 ag	Keap1-Nrf2 PPI	Pemphigus Ab inh	MOR-DOR inv ag	Wnt act	C-LANA FP
1	O=C(NCCc1nc2ccccc2[nH]1)/C(=C/c1ccco1)NC(=O)c1ccc(Br)o1	-4	2	5	7	0.0	-3	102	0	?	2.2
35	C/C(=N\NS(=O)(=O)c1ccc(Br)cc1)c1ccncc1	-7	-2	-1	29	0.3	3	102	-2	0	-0.2

# Carrying on.
no.	SMILES	RTF Ca sens inh	V-ATPase pH	cardiac RTF act	Arrestin-AP2 inh	OPRM1-OPRD1 ag	Keap1-Nrf2 PPI	Pemphigus Ab inh	MOR-DOR inv ag	Wnt act	C-LANA FP
49	O=C(NC1CCN(C(=S)Nc2ccc(F)cc2)CC1)C1CCCCC1	-26	-10	4	6	-0.1	-2	/	1	-1	-0.4
50	OCC1(Cc2ccc(Cl)cc2)CCN(CC2CC=CCC2)CC1 (centres undefined)	10	2	10	9	4.4	-1	115	-22	-5	-1.3
51	CCOc1ccc(OCCC(=O)OCC(=O)NC(C)c2ccccc2)cc1 (centres undefined)	13	13	-3	-1	-3.8	-6	99	18	-1	-0.7
52	COc1cc2c(cc1OC)C(c1cccc([N+](=O)[O-])c1)N(C(=O)CCC(=O)O)CC2 (centres undefined)	0	-3	0	7	-0.8	-3	101	4	11	-1.0
53	CC(C)(C)OC(=O)N1CCN(C(=O)c2[nH]cnc2C(=O)Nc2nccs2)CC1	-4	-2	8	25	-2.6	2	104	15	0	2.6
54	CN1C(=O)CC(N2CCN(c3ccc(Cl)cc3)CC2)C1=O (centres undefined)	4	0	-2	0	-0.9	3	96	5	-1	1.0
55	O=[N+]([O-])c1cc(S(=O)(=O)N2CCCCC2)ccc1NCc1cccc(Cl)c1	-11	4	3	-4	-0.8	-7	99	4	-6	-3.0
56	CCCOc1ccc(C(=O)NCC(c2cccs2)N(C)C)cc1OC (centres undefined)	-12	-4	2	7	8.0	1	122	-44	/	-1.6
57	O=C(COC(=O)/C=C/c1ccco1)NCCc1ccccc1	7	1	1	15	0.1	-1	108	-1	-1	0.3
58	CC(C)(C)SCCNC(=O)COc1ccc(Cl)cc1	-15	1	14	6	3.0	-5	110	-18	0	-2.2
59	CC(=O)NC(Cc1ccccc1F)C(=O)NC1CCN(C(=O)Nc2ccc(C)cc2)CC1 (centres undefined)	-12	9	0	-6	-2.6	-1	111	14	-7	-0.1
60	Cc1cccc(C(=O)Nc2cc(S(=O)(=O)N3CCOCC3)ccc2N2CCCC2)c1	-1	3	11	25	-0.9	2	101	6	-2	-1.0
61	CCOC(=O)CSc1nc2ccc(C)cc2[nH]1	-2	1	-3	-1	-1.2	-1	106	7	/	-2.5
62	CC(Cc1ccccc1)N(C)C(=O)CN1C(=O)c2ccccc2C1=O (centres undefined)	3	-3	-8	24	-2.0	0	100	10	0	1.0
63	Cc1ccc(C(=O)N/N=C\c2c(C)nn(-c3ccccc3)c2Cl)cn1	7	-1	-2	3	3.5	-1	/	-17	0	0.1
64	Cc1cc(C)n(-c2ccc(C(=O)Nc3cccc(S(=O)(=O)N4CCCC4)c3)cc2)n1	-2	3	-1	29	0.9	-6	96	-4	-3	-0.5
65	Cc1nc(-c2ccc(NC(=O)c3ccccc3Br)cc2)cs1	2	1	4	-2	-0.7	-3	100	4	65*	-1.6
66	Cc1cccc(CN2CCN(c3ncccn3)CC2)c1	-4	2	-2	25	0.7	4	98	-4	0	-1.5
